High-throughput results from PubChem.
mIAP act – increases mouse intestinal alkaline phosphatase activity; muIAP, CDP-Star luminescence, 30 min; stronger effect = higher value; 1 = vehicle-only enzyme signal, 0 = enzyme-free wells; activation factor at 10 µM; 330,000 compounds, 0.24% hits; AID 2805;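 active = activation factor of at least 2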; also: the source names both 10 and 20 µM as test concentration; values of inactives mirror those of a sister screen read the other way
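System: Mouse IAP enzyme | Also added: CDP-Star substrate | Dosing: Compounds dispensed in DMSO | Schedule: 30 min enzyme-substrate-compound incubation at room temperature | Technique: Chemiluminescence readout | Control set: DMSO-only wells and no-enzyme negative control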
hIAP inh – human IAP inhibition | inhibition, % at 10 µM | AID 2544 | purified IAP, CDP-Star luminescence, 30 min | 330,000 compounds, 0.12% hits;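 active = inhibition reaching a set limit with compound at 10 µM in the primary screen, cut at about 35% in these data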;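 also: plate controls were DMSO wells with enzyme for no effect and no-enzyme buffer wells for full effect; values of inactives mirror those of a sister screen read the other way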
Target sequence (P09923 whole entry, looked up): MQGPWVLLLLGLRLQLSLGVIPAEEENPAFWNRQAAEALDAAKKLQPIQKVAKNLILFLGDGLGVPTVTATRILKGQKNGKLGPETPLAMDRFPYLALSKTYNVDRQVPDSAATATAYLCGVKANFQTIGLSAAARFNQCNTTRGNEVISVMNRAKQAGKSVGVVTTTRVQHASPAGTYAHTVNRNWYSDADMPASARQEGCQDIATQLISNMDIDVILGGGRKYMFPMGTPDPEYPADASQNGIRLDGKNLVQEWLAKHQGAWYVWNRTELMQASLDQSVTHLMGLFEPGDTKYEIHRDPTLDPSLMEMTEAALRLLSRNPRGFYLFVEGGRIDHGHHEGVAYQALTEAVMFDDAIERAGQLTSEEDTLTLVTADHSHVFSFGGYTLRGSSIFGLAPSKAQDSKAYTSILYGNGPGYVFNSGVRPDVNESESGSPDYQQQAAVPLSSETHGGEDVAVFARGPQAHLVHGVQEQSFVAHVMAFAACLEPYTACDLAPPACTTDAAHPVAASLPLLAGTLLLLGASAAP
A3G deaminase – blocks human APOBEC3G single-stranded DNA deamination | 330,000 compounds, 0.28% hits | Q9HC16 | inhibition, % at 20 µM | recombinant A3G, ssDNA deamination FAM/TAMRA fluorescence;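 active = inhibition of at least 40% at 20 µM, with no more than 30% in the related APOBEC3A deaminase screen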;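 also: plate controls were DMSO wells with A3G for no effect and wells lacking A3G enzyme for full effect; some compounds called inactive have numbers as strong as hits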
hIAP activ – human IAP activation; activation factor at 10 µM; P09923; 330,000 compounds, 0.16% hits; purified human IAP, CDP-Star luminescence, 30 min; stronger effect = higher value; 1 = vehicle-only enzyme, 0 = enzyme-free background;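 active = activation factor of the enzyme at least 2-fold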; also: the source names both 10 and 20 µM as test concentration; values of inactives mirror those of a sister screen read the other way
NLRP3 yeast inh – inhibitors of NALP3 inflammasome in yeast; Yeast reconstituted NLRP3/ASC/caspase-1, beta-gal luminescence, 24 h; inhibition, % at 10 µM; 330,000 compounds, 0.39% hits;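 active = inhibition of 50% or more; inactive = inhibition below 50%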;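 also: plate controls were induced DMSO wells for no effect and uninduced yeast grown without galactose for full effect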
mIAP block – mouse IAP inhibition; purified mouse IAP, CDP-Star luminescence, 30 min; inhibition, % at 10 µM; 330,000 compounds, 0.2% hits; AID 2806;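 active = inhibition of at least 40% at 10 µM in the primary screen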;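 also: plate controls were DMSO with enzyme for no effect and no enzyme wells for full effect; values of inactives mirror those of a sister screen read the other way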
A3A deaminase – inhibitors of human APOBEC3A DNA deaminase | P31941 | AID 493011 | recombinant A3A, FAM/TAMRA ssDNA deamination fluorescence | inhibition, % at 20 µM | 330,000 compounds, 0.41% hits;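 active = at least 40% inhibition at 20 µM here, with at most 30% in a related deaminase screen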;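 also: plate controls were A3A with DMSO for no effect and wells lacking A3A enzyme for full effect; some results filed as inactive read as strong as hits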
Target sequence (P31941 whole entry, looked up): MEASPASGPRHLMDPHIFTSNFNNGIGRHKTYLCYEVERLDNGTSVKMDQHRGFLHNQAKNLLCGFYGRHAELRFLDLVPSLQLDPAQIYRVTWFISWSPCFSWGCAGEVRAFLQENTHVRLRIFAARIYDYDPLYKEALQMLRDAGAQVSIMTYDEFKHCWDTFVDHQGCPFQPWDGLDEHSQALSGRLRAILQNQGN
SENP1 FRET inh – SENP1 (human) catalytic domain inhibition | Q9P0U3 | recombinant SENP1 catalytic domain, CyPet-SUMO1-YPet FRET cleavage | inhibition, % at 10 µM | 360,000 compounds, 0.21% hits | AID 624204;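 active = inhibition at least 30% at 10 µM, raw YFP signal under a set limit, fluorescence ratio 0.5 to 1.5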;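 also: 0% = enzyme with DMSO and 100% = no enzyme wells; some results filed as inactive read as strong as hits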
Target sequence (Q9P0U3 419-644 limits assumed): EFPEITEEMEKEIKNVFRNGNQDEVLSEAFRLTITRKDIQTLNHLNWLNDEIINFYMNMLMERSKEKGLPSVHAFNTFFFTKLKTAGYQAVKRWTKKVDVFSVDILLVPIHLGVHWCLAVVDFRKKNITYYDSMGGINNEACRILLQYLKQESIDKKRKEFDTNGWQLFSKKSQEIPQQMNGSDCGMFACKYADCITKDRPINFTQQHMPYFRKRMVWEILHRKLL
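Compound: 10 µM single point, 0.5% DMSO; Test system: hSENP1 catalytic domain, recombinant; Timing: 50 min reaction at room temperature; Technique: FRET, CFP and YFP emission; Control set: no-enzyme wells low, DMSO-plus-enzyme wells high control.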
beta cell repl – induces beta-cell replication in MIN6 cells. AID 2380. 330,000 compounds, 0.29% hits. MIN6 cells proliferation, ATPlite luminescence, 48 h; cells starved in 0.2% serum; 100% = growth in 10% serum. proliferation, % at 10 µM;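 active = compounds whose signal lies at least 3.5 SD above the mean of all wells on their plate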;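 also: 0% = DMSO-treated cells in low-serum medium and 100% = 10% serum control; some compounds called inactive have numbers as strong as hits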
Numbers without * were called inactive; . = not tested or not shown; & = joins results of further samples. Some of the compounds tested; rates above refer to the full screens.

SMILES	mIAP act	hIAP inh	A3G deaminase	hIAP activ	NLRP3 yeast inh	mIAP block	A3A deaminase	SENP1 FRET inh	beta cell repl
CN(C)S(=O)(=O)c1ccc(C(=O)Nc2ccc3c(c2)CCC3)cc1	1	16	-11	0.83	26	0	-2	2	-2
FC(F)(F)c1nnc2c(Sc3ccccn3)nc3ccccc3n12	1	-4	-6	1	25	-4	-1	-80	-2
CCN(CCNC(=O)C1CCCN(S(=O)(=O)c2cnc[nH]2)C1)c1ccccc1 (stereo not given)	0.93	7	-5	0.93	9	7	-1	-2	-2
CCc1ccccc1Nc1nc2ccccc2[nH]1	1	-2	-9	1	-4	-4	-3	4	1
S=C(NCCCN1CCOCC1)NC1CCCC1	1.1	-4	-5	1	8	-9	-1	-1	-2
Cc1ccc(-n2cc(CNCCc3ncc(C)[nH]3)c(-c3ccc(F)cc3)n2)cc1	1.1	-16	1	1.2	1	-8	-1	0	-5
COc1ccccc1OC(C)C(=O)Nc1ccccc1C(=O)NCC1CCCO1 (stereo not given)	0.97	-9	-15	1.1	12	3	-2	0	1
OC(COc1ccc(Cl)cc1)CN1CCC(Cc2ccccc2)CC1 (stereo not given)	0.96	-10	-5	1.1	32	4	-5	0	-4
O=C(O)c1c2c(nc3ccc(S(=O)(=O)N4CCC(C(=O)NC5CCCC5)CC4)cc13)CCCCC2	0.93	10	-3	0.9	-7	7	-1	0	0
CCCCOc1ccc(-c2nnn(CC(=O)Nc3ncc(CC(=O)OCC)s3)n2)cc1	0.97	-3	-10	1	7	3	-2	1	-3
O=CNCCc1nc2ccccc2n1CCc1ccccc1	1	-11	-13	1.1	-2	-4	-6	-2	1
CC[C@]12c3[nH]c4ccccc4c3CCN1C(=O)C(CC(=O)NCc1cccc(C(F)(F)F)c1)C[C@@H]2C(=O)N1CCN(C(=O)c2ccco2)CC1 (stereo not given in full)	1	-21	-7	1.2	-2	-4	-3	2	-5
Cc1ccc(CN2C(=O)C(CC(C)C)Nc3ncnc(N4CCN(c5ccccc5)CC4)c32)cc1 (stereo not given)	0.91	21	-6	0.79	21	9	-4	-6&-12	-6
CCCCNC(=O)COC(=O)c1cc(S(=O)(=O)N2CCCCCC2)ccc1OC	1	18	-3	0.82	4	-4	-2	0	-1
Cc1cc(C(=O)NNC(=O)c2cccc(Cl)c2)no1	0.94	-19	2	1.2	11	6	3	1	-1
CC1(c2ccc3c(c2)OCCO3)NC(=O)N(CC(=O)Nc2ccccc2SCC#N)C1=O (stereo not given)	0.94	-6	-2	1.1	3	6	-3	26	-6
Cc1ccc(S(=O)(=O)c2c(N)n(NC(=O)c3ccccc3C)c3nc4ccccc4nc23)cc1	1	-15	-4	1.1	1	0	-1	-62	-1
COc1ccc(NC(=O)CS(=O)c2ccc(Br)cc2)cc1 (stereo not given)	0.94	-1	-6	1	1	6	-1	0	1
CC(C)(C)NC(=O)c1cccc(NC(=O)CSc2ccc(Cl)cc2)c1	1.1	-20	-2	1.2	-4	-14	1	2	-1
Cn1c(SCCS(=O)(=O)c2ccc(Cl)cc2)nnc1-c1ccccc1	1	-11	-6	1.1	10	0	-1	2	-2

Arranged by value in NLRP3 yeast inh (highest first): six of the compounds above.
| Compound | mIAP act | hIAP inh | A3G deaminase | hIAP activ | NLRP3 yeast inh | mIAP block | A3A deaminase | SENP1 FRET inh |
| --- | --- | --- | --- | --- | --- | --- | --- | --- |
| Cc1ccc(CN2C(=O)C(CC(C)C)Nc3ncnc(N4CCN(c5ccccc5)CC4)c32)cc1 (stereo not given) | 0.91 | 21 | -6 | 0.79 | 21 | 9 | -4 | -6&-12 |
| Cc1cc(C(=O)NNC(=O)c2cccc(Cl)c2)no1 | 0.94 | -19 | 2 | 1.2 | 11 | 6 | 3 | 1 |
| CCCCNC(=O)COC(=O)c1cc(S(=O)(=O)N2CCCCCC2)ccc1OC | 1 | 18 | -3 | 0.82 | 4 | -4 | -2 | 0 |
| CC1(c2ccc3c(c2)OCCO3)NC(=O)N(CC(=O)Nc2ccccc2SCC#N)C1=O (stereo not given) | 0.94 | -6 | -2 | 1.1 | 3 | 6 | -3 | 26 |
| COc1ccc(NC(=O)CS(=O)c2ccc(Br)cc2)cc1 (stereo not given) | 0.94 | -1 | -6 | 1 | 1 | 6 | -1 | 0 |
| CC(C)(C)NC(=O)c1cccc(NC(=O)CSc2ccc(Cl)cc2)c1 | 1.1 | -20 | -2 | 1.2 | -4 | -14 | 1 | 2 |

Other structures.
SMILES	mIAP act	hIAP inh	A3G deaminase	hIAP activ	NLRP3 yeast inh	mIAP block	A3A deaminase	SENP1 FRET inh	beta cell repl
CCOC(=O)c1ccc(NC(=O)CC2S/C(=N/N=C/c3c[nH]c4ccccc34)NC2=O)cc1 (stereo not given)	0.91	-13	-4	1.1	-7	9	0	-1	1
CC(CCc1ccc(O)cc1)NCCC(c1ccccc1)c1ccccc1 (stereo not given)	1	-4	-7	1	26	-4	-8	-1	-5
CCOc1cc(/C=C2\SC(=Nc3ccccc3)N(c3ccccc3)C2=O)ccc1OCC(=O)O	0.99	10	-2	0.9	4	1	5	1	0
COc1ccc(Oc2nccc(OC)c2C#N)cc1	1	-8	2	1.1	19	0	6	0	0
CC1=C(C(=O)Nc2ccccc2)C(c2ccncc2)n2nnnc2N1 (stereo not given)	0.96	1	-3	0.99	5	4	-3	-1	-4
COc1ccc(S(=O)(=O)n2nc(-n3c(C)ccc3C)c3c(F)cccc32)cc1OC	0.84	-12	-4	1.1	-23	16	-3	1	-4
Cc1ccc2c(C(=O)N3CCN(c4ccccc4)CC3)cc(-c3cccnc3)nc2c1C	0.88	4	-4	0.96	-3	12	0	3	-2
C#CCOCCOCCOCCNc1nc(N2CCN(C(=O)C([C@@H](C)O)n3cc([C@@H](N)CCCCN)nn3)CC2)nc(N2CCN(C(=O)[C@H](CO)n3cc([C@@H](N)C(C)C)nn3)CC2)n1 (stereo not given in full)	0.9	-4	-8	1	20	10	-2	-5	-2
COc1ccc(/C=C/c2c(-c3ccc(OC)cc3)sc3ccc(N4CCOCC4)cc23)cc1	0.92	19	-5	0.81	3	8	-3	-4	0
Cc1cc(C)n2cc(CSc3ncn[nH]3)nc2n1	0.81	-30	1	1.3	-8	19	4	4	-2
COC(=O)/C(=N/Nc1ccccc1OC)N1CCCc2ccccc21	0.94	8	4	0.92	15	6	2	5	-2
Oc1ccccc1-c1nc(NCCN2CCOCC2)c2ccccc2n1	0.93	17	-5	0.83	0	7	-3	2	1
O=C(CNC(=O)c1cccc(Cl)c1)NCC(c1cccs1)N1CCOCC1 (stereo not given)	0.92	-2	-5	1	18	8	-4	-2	-1
COC(=O)c1ccc(CSc2ccc3nnc(-c4ccccc4)n3n2)o1	1	10	-8	0.9	3	-2	-1	3	6
CCc1nn2c(=O)cc(COC(=O)c3ccc(SC)cc3OC)nc2s1	0.94	-6	1	1.1	20	6	5	1	-2
COC(=O)c1sc2ccccc2c1-n1cccc1C(=O)C(=O)Nc1ccc(C)cc1	0.89	10	2	0.9	16	11	-1	2	-2
Cc1cccc(OCC(=O)Nc2cc(S(=O)(=O)N3CCCCC3)ccc2N2CCN(C)CC2)c1	1	-2	-8	1	20	-2	2	3	-4
COc1ccc(N(CC(=O)Nc2ccc3c(c2)OCO3)S(=O)(=O)c2ccccc2)cc1OC	1.1	13	-3	0.87	11	-6	3	1	-2
COc1cccc(N(CC(=O)NC2CCCCC2)C(=O)CCC(=O)Nc2nccs2)c1	0.98	4	-2	0.96	16	2	2	1	-1
CN(C)CCNC(=O)c1ccc2c(c1)NC(=O)c1ccccc1S2	1.1	-22	-4	1.2	8	-7	3	3	-2
O=C(c1ccc(OC2CCN(Cc3ccccn3)CC2)cc1)N1CCCCCC1	0.93	5	-8	0.95	11	7	-2	-4	-3
CC1(C)Cc2c(c(N3CCOCC3)nc3sc(C(=O)Nc4ccccc4)c(N)c23)CO1	1.1	2	-6	0.98	25	-8	-6	-82	2
O=S(=O)(Nc1ccc(N=Nc2ccccc2)cc1)c1ccccc1	0.88	19	1	0.81	59*	12	-1	4	0
O=C1CC(C(=O)Nc2ccc(Cl)cc2)n2ncnc2N1 (stereo not given)	0.92	-23	-5	1.2	11	8	8	1	-1
COc1ccc(NS(=O)(=O)c2cccc(C(=O)NCC(c3ccco3)N3CCCCC3)c2)cc1 (stereo not given)	0.99	0	-6	0.99	4	1	-1	-2	-4
Cc1ccc(/C=C/C(=O)Nc2sc(C)c(C)c2C(=O)OC(C)C)o1	0.96	4	-7	0.96	6	4	1	-27	-6
O=C(Nc1ccc(N2CCOCC2)cc1)c1cccc(S(=O)(=O)N2CCCCCC2)c1	0.98	5	8	0.95	16	2	3	4	-4
COc1ccc(C(=O)N(Cc2nc(-c3ccc(C)cc3)no2)C(C)C)cc1OC	1	18	-6	0.82	23	-5	-2	1	-3
CCC1CCCCN1CCCNC(=O)CNC(=O)c1nn(-c2ccc(OC)c(Cl)c2)c(=O)c2ccccc12 (stereo not given)	0.9	7	0	0.93	15	10	6	-2	0
COC(=O)COc1ccc(C2NC(=O)NC(C)=C2C(=O)NCc2ccccc2)cc1OC (stereo not given)	0.95	-2	-1	1	-5	5	7	3	0
CN1CCN(C(=O)c2ccc(-n3cccn3)nc2)CC1	1	5	-6	0.95	10	-4	-3	2	-2
Cc1nnc(NC(=O)c2ccc(N3CCCC3=O)cc2)s1	1	-8	-8	1.1	6	-4	-1	1	1
Cc1nccc2[nH]c(=O)c(C(=O)NC(C)CCc3ccccc3)cc12 (stereo not given)	0.97	10	-4	0.9	7	2	0	.	1
C(CCCN1CCCCC1)CCN1CCCCC1	0.94	-6	-4	1.1	-5	6	-1	13	0
O=C(C1=C(O)C(=O)N(CCN2CCOCC2)C1c1cccc([N+](=O)[O-])c1)c1cccs1 (stereo not given)	0.93	-1	-4	1	12	7	2	1	-1
CCOC(=O)c1c(C)[nH]c(C(=O)COC(=O)c2[nH]c(C)c(C(C)=O)c2C)c1C	0.97	17	0	0.83	-9	2	7	1	-1

By substructure, those above containing a thiophene ring, fused or not
SMILES	mIAP act	hIAP inh	A3G deaminase	hIAP activ	NLRP3 yeast inh	mIAP block	A3A deaminase	SENP1 FRET inh	beta cell repl
COc1ccc(/C=C/c2c(-c3ccc(OC)cc3)sc3ccc(N4CCOCC4)cc23)cc1	0.92	19	-5	0.81	3	8	-3	-4	0
O=C(CNC(=O)c1cccc(Cl)c1)NCC(c1cccs1)N1CCOCC1 (stereo not given)	0.92	-2	-5	1	18	8	-4	-2	-1
COC(=O)c1sc2ccccc2c1-n1cccc1C(=O)C(=O)Nc1ccc(C)cc1	0.89	10	2	0.9	16	11	-1	2	-2
CC1(C)Cc2c(c(N3CCOCC3)nc3sc(C(=O)Nc4ccccc4)c(N)c23)CO1	1.1	2	-6	0.98	25	-8	-6	-82	2
Cc1ccc(/C=C/C(=O)Nc2sc(C)c(C)c2C(=O)OC(C)C)o1	0.96	4	-7	0.96	6	4	1	-27	-6
O=C(C1=C(O)C(=O)N(CCN2CCOCC2)C1c1cccc([N+](=O)[O-])c1)c1cccs1 (stereo not given)	0.93	-1	-4	1	12	7	2	1	-1
